High-throughput results (PubChem BioAssay)
MITF inh = blocks human microphthalmia-associated transcription factor; O75030; 0.91% of 650,000 active; AlphaScreen MITF homodimerization, bead proximity signal; inhibition, % at 2.6 µM; AID 1259374; in the data active means inhibition above about 50%;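 further: 0% = vehicle wells with protein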
GPR151 activ = activators of human GPR151; Q8TDV0; PathHunter beta-arrestin GPR151 cells, luminescence; activation, % at 11.2 µM; 1% of 650,000 active; AID 1508602; in the data active means activation above about 4.9%;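 further: 0% = median of compound wells and 100% = cells with positive control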
Target sequence (Q8TDV0 whole entry, looked up): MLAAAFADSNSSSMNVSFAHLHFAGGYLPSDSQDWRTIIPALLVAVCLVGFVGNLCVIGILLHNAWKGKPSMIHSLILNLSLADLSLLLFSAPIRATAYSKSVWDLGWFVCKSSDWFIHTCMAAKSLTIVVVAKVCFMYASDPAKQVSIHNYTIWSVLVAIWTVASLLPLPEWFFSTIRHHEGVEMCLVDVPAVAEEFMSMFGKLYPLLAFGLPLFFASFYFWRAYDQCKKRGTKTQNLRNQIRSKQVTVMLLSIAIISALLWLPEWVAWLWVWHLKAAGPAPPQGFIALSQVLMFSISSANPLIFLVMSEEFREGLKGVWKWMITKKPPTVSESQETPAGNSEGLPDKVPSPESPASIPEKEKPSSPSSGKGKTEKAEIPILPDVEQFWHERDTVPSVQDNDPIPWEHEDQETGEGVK
FBW7 act = activators of human E3 ligase FBW7. AID 1259310. normalized activity (activation), % at 26.1 µM. AlphaScreen FBW7–phospho-cyclin E peptide binding, activator screen. 0.13% of 650,000 active; in the data active means normalized activity above about 1.9%;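 further: purified mutant Fbw7 with reduced substrate affinity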
Target sequence (Q969H0 whole entry, looked up): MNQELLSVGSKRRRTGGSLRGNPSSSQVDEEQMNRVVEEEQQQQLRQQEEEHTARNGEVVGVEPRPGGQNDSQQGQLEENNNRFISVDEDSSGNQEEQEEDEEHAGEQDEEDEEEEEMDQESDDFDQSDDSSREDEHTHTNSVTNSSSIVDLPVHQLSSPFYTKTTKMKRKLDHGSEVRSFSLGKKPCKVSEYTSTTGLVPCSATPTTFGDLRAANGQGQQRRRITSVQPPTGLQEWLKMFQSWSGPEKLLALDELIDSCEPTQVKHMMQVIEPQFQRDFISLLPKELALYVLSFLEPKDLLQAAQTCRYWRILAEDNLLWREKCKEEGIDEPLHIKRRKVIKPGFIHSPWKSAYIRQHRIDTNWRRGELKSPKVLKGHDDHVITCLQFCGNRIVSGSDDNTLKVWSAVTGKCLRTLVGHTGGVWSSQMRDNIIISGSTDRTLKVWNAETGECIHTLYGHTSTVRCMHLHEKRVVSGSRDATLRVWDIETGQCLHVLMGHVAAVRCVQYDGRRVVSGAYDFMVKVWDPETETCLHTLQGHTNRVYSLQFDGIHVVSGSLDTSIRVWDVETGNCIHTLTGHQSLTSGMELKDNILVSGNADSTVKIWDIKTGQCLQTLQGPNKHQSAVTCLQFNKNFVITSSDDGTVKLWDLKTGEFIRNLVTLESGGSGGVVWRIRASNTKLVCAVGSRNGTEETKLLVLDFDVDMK
TEAD-YAP inh = TEAD-YAP interaction inhibition; inhibition, % at 9.12 µM; 1.4% of 640,000 active; HEK-TIYL cells, TEAD-Gal4/YAP UAS-luciferase luminescence; in the data active means inhibition above about 32%;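 further: 0% = median of test compound wells and 100% = reference inhibitor wells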
An asterisk follows results filed as active; & = joins results of further samples.

SMILES | MITF inh | GPR151 activ | FBW7 act | TEAD-YAP inh
COc1cc(/C=C2\SC(NC(C)=O)=NC2=O)cc(Br)c1OCc1ccccc1 | 8 | -0.9 | 0.1 | 0
CC(=O)CCc1ccc(OCC(O)CN2CCC(C(N)=O)CC2)cc1 (configuration not stated) | -1 | 0.9 | 0.1 | 8
CCOC(=O)c1c(NC(=O)c2ccc(S(=O)(=O)N(C)C3CCCCC3)cc2)sc2c1CCN(CC)C2 | 12 | -0.6 | 0.0 | 6
COc1cc(C(N)CC(=O)O)ccc1OCc1ccc(F)cc1 (configuration not stated) | 9 | -2.4 | 0.5 | 6
CN(C)C(=O)N1CCC(C(=O)NCc2ccccc2Cl)CC1 | 15 | -0.2 | -0.1 | 4
C/C(CC(=O)NCc1ccccc1)=N\NC(=O)c1ccc(O)cc1O | 10 | -1.3 | 0.1 | 16
COc1cccc(CCc2nnc(CCC(=O)NCCC(C)C)o2)c1 | -5 | 0.5 | 0.1 | -4
CN(C)S(=O)(=O)NCc1ccc2c(c1)OCO2 | -11 | -0.5 | 0.1 | -3
O=C1NC(=O)c2cc(NC(=O)c3cc(Cl)sc3Cl)ccc21 | 14 | -0.7 | 0.3 | 1
COCCNC(=O)CN(C(=O)c1snc(C(N)=O)c1N)c1cccc(F)c1 | -14 | -0.5 | -0.1 | 1
COc1ccccc1NC(=O)C1CC12CCN(Cc1cccnc1)CC2 (configuration not stated) | -7 | 0.5 | -0.2 | 6
CC(=O)Nc1ccc(NC(=O)c2cccc(-c3ccc4[nH]ccc4c3)n2)cc1 | -11 | -1.0 | -0.2 | -6
COc1ccc(S(=O)(=O)Nc2cc3c4c(oc3cc2C)CCCC4=O)cc1 | 1 | 0.9 | 0.0 | 55*
COc1ccc(CC(=O)N2CCC(C(=O)NCc3nc(C)no3)CC2)cc1 | 14 | -0.7 | 0.2 | 8
Cc1nc2c(c(=O)[nH]1)CN(CC1=Cc3ccccc3OC1)CC2 | 17 | 0.8 | -0.1 | 4
Cc1cnc(Nc2ccnn2C)nc1NCCCN1CCCC1=O | -10 | -0.7 | 0.0 | -2
Nc1nc(SCc2nc3scc(-c4ccccc4)c3c(=O)[nH]2)n[nH]1 | 0 | -1.0 | -0.1 | -6
CCCCCc1ccc(-c2ccc(-c3ncc([N+](=O)[O-])cn3)cc2)cc1 | 3 | 0.9 | 0.3 | -2
COc1cc2nc(-c3c(C)nn(C)c3C)nc(Nc3ccc(Oc4ccccc4)cc3)c2cc1OC | 17 | 0.9 | 0.1 | 8
CCOC(=O)c1c(-c2ccccc2)oc2ccc(O)c(CN3CCOCC3)c12 | 5 | 1.6 | 0.0 | 9
Cc1ccc(NC(=O)c2ccc(NCCCN3CCC(C)CC3)c([N+](=O)[O-])c2)c(C)c1 | -5 | -0.2 | 0.1 | -5
CCC(Sc1nnc(-c2ccc(OC)cc2)c(-c2ccc(OC)cc2)n1)C(=O)Nc1cccc(Cl)c1 (configuration not stated) | 2 | -0.2 | 0.1 | 5
Cc1cccc(-n2nnnc2C(c2ccccc2)N2CCOCC2)c1 (configuration not stated) | 6 | 8.5* | 0.2 | 12
Cc1ccc(C)c(C2C(C#N)=C(N)Oc3cc(N)ccc32)c1 (configuration not stated) | 7 | -0.5 | 0.2 | -4
COc1ccc(CCNc2nc(-c3ccc(N4CCOCC4)nc3)ncc2C)cc1 | 23 | 0.6 | 0.2 | 5
O=C(COc1ccccc1[N+](=O)[O-])Nc1cc(Cl)cc(Cl)c1 | 5 | -0.1 | 0.3 | -40
CCCOc1cccc(C(=O)Nc2ccc3nn(-c4cccc(Cl)c4)nc3c2)c1 | -16 | -1.6 | 0.3 | -1
COc1cc(NC(=O)c2ccc(Cl)c(Cl)c2)ccc1NC(=O)c1cc2ccccc2o1 | -1 | 0.3 | 0.0 | 3
N=C1S/C(=C\c2ccc3c(c2)OCO3)C(=O)N1c1ccc(F)cc1 | 2 | 1.3 | -0.2 | -1
COc1ccc(CCNC(=O)CN(c2cc(Cl)ccc2OC)S(=O)(=O)c2ccccc2)cc1OC | 2 | -1.2 | 0.0 | 13

Structural class, the entries above containing a furan ring, fused or not
SMILES | MITF inh | GPR151 activ | FBW7 act | TEAD-YAP inh
COc1ccc(S(=O)(=O)Nc2cc3c4c(oc3cc2C)CCCC4=O)cc1 | 1 | 0.9 | 0.0 | 55*
CCOC(=O)c1c(-c2ccccc2)oc2ccc(O)c(CN3CCOCC3)c12 | 5 | 1.6 | 0.0 | 9
COc1cc(NC(=O)c2ccc(Cl)c(Cl)c2)ccc1NC(=O)c1cc2ccccc2o1 | -1 | 0.3 | 0.0 | 3

New compounds follow.
SMILES | MITF inh | GPR151 activ | FBW7 act | TEAD-YAP inh
CC(=O)Nc1ccc(NC(=O)CSc2nc(N)cc(=O)[nH]2)cc1 | -4 | 1.9 | -0.2 | -8
Cc1cccc(-c2nc3c(cnn3-c3ccccc3)c(=O)n2-c2ccc(C(C)C)cc2)c1 | 6 | 0.1 | 0.0 | -4
CC1=C(C(=O)OCCOc2ccccc2)C(c2ccc(C)cc2)C2=C(CC(C)(C)CC2=O)N1 (configuration not stated) | -2 | 1.1 | 0.1 | 1
COc1ccc(Cl)cc1NC(=O)c1sc2nc(-c3ccc(F)cc3)cn2c1C | 12 | -0.7 | 0.4 | 9
CCN(CC)S(=O)(=O)c1ccc(N=Cc2c(O)[nH]c(=S)[nH]c2=O)cc1 | 1 | -0.8 | 0.0 | 1
O=[n+]1c2c(n([O-])c3c1CCC3)CCCC2 | 13 | 0.4 | 0.1 | 2
O=C(CN(Cc1ccccc1)S(=O)(=O)c1ccc(F)cc1)NCCO | 8 | 2.0 | 0.3 | 12
CCn1c(C)nc2cc(C(=O)NNC(=O)CC(C)c3ccccc3)ccc21 (configuration not stated) | 8 | 0.3 | 0.3 | -2
Cc1nc2ccc(S(=O)(=O)CCC(=O)NCc3ccccc3)cc2s1 | 4 | 2.0 | 0.0 | 7
Cc1cc(C(=O)CN2C(=O)c3cccc([N+](=O)[O-])c3C2=O)c(C)n1CCC(C)C | 0 | -0.6 | -0.2 | -4
O=C(c1ccc([N+](=O)[O-])cc1[N+](=O)[O-])N1CCN(C/C=C/c2ccccc2)CC1 | 11 | -1.0 | 0.1 | 3
CCOc1cc(/C=C2/C(=N)N3N=C(CC(C)C)SC3=NC2=O)ccc1OCCOc1ccc(OC)cc1 | 14 | -1.5 | -0.1 | 16
Cc1nn(-c2ccccn2)c2c1C(=O)/C(=C\Nc1ccc([N+](=O)[O-])cc1)CC2 | 2 | 0.3 | -0.2 | -5
Cc1cc(C(=O)NC(C)c2ccncc2)cs1 (configuration not stated) | -10 | 0.0 | -0.2 | 6
CCOC(=O)Cc1csc(NC(=O)c2cc3nc(-c4ccc(Cl)cc4)cc(C(F)(F)F)n3n2)n1 | -4 | 0.6 | 0.0 | -5
O=C(CSc1nc2ccccc2s1)Nc1ccc(Br)cc1 | 20 | 0.8 | 1.8 | -11
COc1cccc(C(NC(=O)C2CCN(C(=O)c3cccs3)CC2)c2ccccn2)c1 (configuration not stated) | 6 | 0.1 | 0.1 | 11
CSCCC(NC(=O)c1ccccc1)C(=O)OCC(=O)N(C)CCC#N (configuration not stated) | 6 | 2.5 | 0.1 | -2
O=C(c1cc(Cl)ccc1[N+](=O)[O-])N1CCN(C/C=C/c2ccccc2)CC1 | 18 | 0.1 | 0.0 | 7
CCCC(=O)NC(=S)Nc1ccccc1C(N)=O | 3 | -0.3 | 0.0 | 1
Cc1nonc1OCCCNc1ccc([N+](=O)[O-])cc1Cl | -4 | -1.0 | -0.1 | 4
Cc1ccc(NC(=O)COC(=O)C2=NNC(=O)CC2)cc1Cl | 7 | -0.6 | 0.0 | 3
Cc1ccccc1-c1nc2ccc(Cl)cc2c(=O)o1 | -2 | -0.8 | 0.2 | 14
O=C(COC(=O)c1cc[n+]([O-])cc1)Nc1ccc(SC(F)F)cc1 | 4 | 0.2 | 0.1 | -6
CCCCOc1ccccc1NS(=O)(=O)c1ccc(F)cc1 | -3 | 0.7 | 0.0 | 2
O=C(Nc1ccccc1)c1cc([N+](=O)[O-])ccc1NCc1cccnc1 | 6 | 0.5 | -0.2 | -2
O=C(CSCCc1ccccn1)Nc1ccc(Br)cc1 | 6 | -0.3 | 0.1 | -2
COc1ccc(C2CC(=O)C=C(Nc3cc(Cl)ccc3O)C2)cc1 (configuration not stated) | 4 | -0.4 | 2.1* | 3
CC(=O)c1[nH]c(C)c(C(=O)Nc2cccc(F)c2)c1C | 8 | 0.2 | 0.1 | -6
CCn1c(C(O)c2ccc(OCc3ccccc3)c(OC)c2)nc2ccccc21 (configuration not stated) | 13 | 0.5 | 0.4 | 5
CCCC(CCC)C(=O)O | 2&-6&-5&26&26 | 3.4&2.3&0.1&0.4&-1.1 | 0.3&0.2&0.1&-0.1 | 2&-3
CCOc1ccc(S(=O)(=O)NCC(c2cccn2C)N2CCc3ccccc3C2)cc1 (configuration not stated) | 5 | -1.0 | -0.3 | -13
CN(C)c1cccc2c(/C=N/O)ccc(N(C)C)c12 | -11 | 3.6 | 0.2 | 2
CC(C)C[C@H]1C(=O)N2CCN(S(=O)(=O)c3ccc4ccccc4c3)C[C@@H]2C(=O)N1C | -10 | 1.0 | -0.3 | -10
Cc1ccccc1C(=O)Nc1cccc(NC(=O)c2cc([N+](=O)[O-])ccc2Cl)c1 | -2 | -1.9 | -0.1 | 20
Cc1ccc(C)c(N2CCN(c3ncnc4c3c(-c3ccccc3)cn4-c3cccc(Cl)c3)CC2)c1 | 15 | 0.9 | 0.0 | -2
O=Cc1cc(C23CC4CC(CC(C4)C2)C3)cc([N+](=O)[O-])c1O | 33 | -0.5 | -0.1 | 2
CCCNC(=O)c1cnc(Nc2ccc(N3CCOCC3)cc2)s1 | -1 | 1.8 | 0.0 | -40
CC(=C/C(=O)O)/C=C/c1ccc(Cl)o1 | 44 | -0.7 | -0.2 | 4
COC(=O)c1ccccc1NC(=O)/C=C/c1ccc([N+](=O)[O-])o1 | 10 | 1.3 | 0.7 | 10

Whole records, looked up by structure. Order of values: MITF inh	GPR151 activ	FBW7 act	TEAD-YAP inh
O=C(c1cc(Cl)ccc1[N+](=O)[O-])N1CCN(C/C=C/c2ccccc2)CC1 is entered as 18	0.1	0.0	7
CCCCCc1ccc(-c2ccc(-c3ncc([N+](=O)[O-])cn3)cc2)cc1 is entered as 3	0.9	0.3	-2
CCN(CC)S(=O)(=O)c1ccc(N=Cc2c(O)[nH]c(=S)[nH]c2=O)cc1 is entered as 1	-0.8	0.0	1
COc1cccc(C(NC(=O)C2CCN(C(=O)c3cccs3)CC2)c2ccccn2)c1 (configuration not stated) is entered as 6	0.1	0.1	11
COc1ccc(CCNc2nc(-c3ccc(N4CCOCC4)nc3)ncc2C)cc1 is entered as 23	0.6	0.2	5

(continued)
SMILES | MITF inh | GPR151 activ | FBW7 act | TEAD-YAP inh
CCCCn1c(C)cc(=S)cc1C | -4 | -0.7 | -0.2 | 2
COc1ccc(N2C(=O)CC(N3CCN(c4ccccc4O)CC3)C2=O)cc1 (configuration not stated) | -21 | 1.8 | 0.7 | -6
Cc1ccc(NC(=O)c2cnc3sccn3c2=O)c(C)c1 | -2 | -0.5 | -0.2 | -55
O=C1CCCc2oc3ccc(NS(=O)(=O)c4ccc(Br)cc4)cc3c21 | -6 | -0.5 | 0.1 | -9
Cc1onc(-c2c(Cl)cccc2Cl)c1C(=O)N(N)C(C)(C)C | -1 | 1.3 | -0.1 | -6
O=C(CC1NC(=O)c2ccccc21)NCc1nc(NC2CCCC2)c2cc(Cl)ccc2n1 (configuration not stated) | 2 | 0.1 | -0.2 | -4
CC(=O)Nc1ccc(C(=O)Nc2c(Cl)cc([N+](=O)[O-])cc2Cl)cc1 | 21 | 0.1 | 0.1 | -2
O=C(NCc1ccccc1)c1nnc2n(c1=O)CCN2c1ccc(F)cc1 | -3 | 3.8 | 0.2 | -1
COc1cccc(C2C(C(=O)Nc3nc4ccc(Br)cc4s3)=C(C)NC3=C2C(=O)CC(C)(C)C3)c1OC (configuration not stated) | 1 | -0.1 | 0.0 | -3
COc1ccccc1NC(=O)c1cc(S(=O)(=O)NCc2ccccc2)ccc1F | 6 | -1.0 | 0.0 | 5
O=C(Cc1cccs1)Nc1ccc(-c2nc3ccccc3o2)cc1 | -13 | -0.6 | 0.0 | -75
C=CCn1c(SCC(=O)Nc2sc3c(c2C#N)CCC3)nc2sc3c(c2c1=O)CCC3 | 15 | -0.6 | 0.4 | -1
Cc1ccc(CNC(=O)c2nnc(-c3cccnc3)o2)cc1 | -4 | 0.0 | -0.2 | 2
COc1cc(Nc2nc(N3CCc4ccccc4C3)nc3c2ncn3CCN2CCCC2=O)cc(OC)c1OC | -10 | -2.3 | -0.1 | 17
CCOC(=O)N1CCC(NC(=O)CCNS(=O)(=O)c2ccc(Br)cc2)CC1 | 1 | -0.9 | 0.0 | 3
O=C(c1ccncc1)N1CCN(Cc2cccc(Br)c2)CC1 | 65* | 0.7 | -0.3 | 14
CCC(C)(C)NC(=O)C(C)OC(=O)c1cccs1 (configuration not stated) | 11 | 0.1 | 0.1 | -7
COc1cc(/C=C2/N=C(c3ccc(C)c([N+](=O)[O-])c3)OC2=O)ccc1OC(C)=O | 8 | -0.8 | 0.3 | -7
CCN(CC)C(=O)CN1CCN(c2ncccn2)CC1 | 56* | 1.5 | 0.0 | 0
COc1ccc(-n2nc3c(c2NC(=O)c2ccccc2C(F)(F)F)CS(=O)C3)cc1 (configuration not stated) | 0 | -0.2 | 0.0 | 2
O=C(OC1Cn2c(=O)ccc(=O)n2C1)c1ccccc1 | -2 | 0.3 | 0.1 | 18
O=C(Nc1ccc(N2CCOCC2)cc1)c1ccc(-c2ccc(F)cc2)o1 | 15 | -1.9 | -0.3 | -3
